# SENP1 inh = human SENP1 catalytic domain inhibitors, primary screen, biochemical, FRET, uHTS; Sentrin-specific protease 1 (Homo sapiens), Q9P0U3; recombinant SENP1 catalytic domain, CyPet-SUMO1-YPet FRET cleavage; inhibition, % at 10 µM; 0.21% of 360,000 active;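 active = inhibition at least 30% at 10 µM, raw YFP signal under a set limit, fluorescence ratio 0.5 to 1.5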;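 also: 0% = enzyme with DMSO and 100% = no enzyme wells; some results filed as inactive read as strong as hits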
# Target sequence (Q9P0U3 419-644 limits assumed): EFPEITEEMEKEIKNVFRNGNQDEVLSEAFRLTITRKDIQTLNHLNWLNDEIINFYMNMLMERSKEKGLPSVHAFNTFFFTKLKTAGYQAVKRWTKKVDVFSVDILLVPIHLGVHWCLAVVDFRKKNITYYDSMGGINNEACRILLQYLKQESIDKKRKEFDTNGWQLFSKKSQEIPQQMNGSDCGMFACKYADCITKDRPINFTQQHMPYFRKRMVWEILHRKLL
#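 system = hSENP1 catalytic domain, recombinant | reagent = SFCypet-SUMO1-SFYpet substrate at 25 nM | doses = one dose per compound, 10 µM, 0.5% DMSO | incubation = enzyme reaction for 50 min at room temperature, dark | measured by = FRET, CFP and YFP emission | controls = no-enzyme low, enzyme-DMSO high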
# SENP6 inh = SENP6 protease inhibitors, primary screen, biochemical, luminescence, uHTS | Sentrin-specific protease 6 (Homo sapiens), Q9GZR1 | Recombinant SENP6 catalytic domain, aminoluciferin luminescence | inhibition, % at 10 µM | 1.8% of 330,000 active;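 active = inhibition above about 50% at the single tested dose, limit read from the data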;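 also: plate controls were DMSO wells with enzyme for no effect and DMSO wells lacking enzyme for full effect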
# Target sequence (Q9GZR1 628-1112 limits assumed): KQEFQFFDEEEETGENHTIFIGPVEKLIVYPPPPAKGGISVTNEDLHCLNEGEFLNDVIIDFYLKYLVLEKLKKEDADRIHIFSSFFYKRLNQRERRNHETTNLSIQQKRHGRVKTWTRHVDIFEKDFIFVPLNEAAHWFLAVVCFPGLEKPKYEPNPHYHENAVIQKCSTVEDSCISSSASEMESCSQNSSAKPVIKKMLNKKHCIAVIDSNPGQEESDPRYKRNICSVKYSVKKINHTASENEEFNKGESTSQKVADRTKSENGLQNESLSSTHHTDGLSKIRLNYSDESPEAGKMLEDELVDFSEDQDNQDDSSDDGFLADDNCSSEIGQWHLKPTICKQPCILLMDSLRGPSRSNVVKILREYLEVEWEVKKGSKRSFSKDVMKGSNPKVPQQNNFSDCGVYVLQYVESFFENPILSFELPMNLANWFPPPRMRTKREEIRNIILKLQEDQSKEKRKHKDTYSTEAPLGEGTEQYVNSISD
# HKDC1 inh = HKDC1 hexokinase inhibitors, primary screen, biochemical, fluorescence, uHTS; recombinant HKDC1, G6PDH/diaphorase resazurin coupled fluorescence; inhibition, % at 20 µM; 0.16% of 340,000 active;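 active = inhibition above about 35% when tested at 20 µM, limit read from the data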;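 also: plate controls were DMSO wells with enzyme for no effect and DMSO wells lacking enzyme for full effect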
#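 Incubation: 90 min at room temperature in dark / Material: recombinant HKDC1 (HK5) hexokinase enzyme, produced in-house / Quantity: enzyme 5 µg/mL final / Compound: one dose of 20 µM, 1% DMSO / Reagent: glucose and ATP substrates / Buffer or medium: Tris pH 8.0 buffer with MgCl2, Tween-20, BSA, BME / Technique: resorufin fluorescence at 613 nm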
# PfGluPho inh = PfG6PD enzyme inhibitors, primary screen, biochemical, fluorescence intensity, uHTS. 0.78% of 350,000 active. inhibition, % at 20 µM. PfGluPho enzyme, NADPH resazurin-diaphorase fluorescence. glucose-6-phosphate dehydrogenase-6-phosphogluconolactonase (Plasmodium falciparum 3D7);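 active = inhibition reaching at least a set limit at 20 µM in the primary screen, cut at about 59% in these data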;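 also: 0% = DMSO wells with substrate and 100% = DMSO wells lacking glucose-6-phosphate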
# SENP8 block-1 = SENP8 protease inhibitors, primary screen, biochemical, luminescence; inhibition, % at 10 µM; purified SENP8, Z-RLRGG-aminoluciferin cleavage; AID 2540, 2010; 1.2% of 330,000 active; in the data active = inhibition above about 50%
# UBC13 polyUb = UBC13 polyubiquitin chain formation inhibitors, primary screen, biochemical, TR-FRET, uHTS; Ubiquitin-conjugating enzyme E2 N (Homo sapiens), P61088; AID 485273, 2010; inhibition, % at 20 µM; 0.47% of 330,000 active; in the data active = inhibition above about 45%, passing the limit was not always enough
# Target sequence (P61088 whole entry, looked up): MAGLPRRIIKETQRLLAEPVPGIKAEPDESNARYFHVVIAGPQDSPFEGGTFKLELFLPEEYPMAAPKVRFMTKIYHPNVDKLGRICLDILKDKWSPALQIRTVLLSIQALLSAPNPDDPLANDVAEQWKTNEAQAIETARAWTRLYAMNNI
# SENP7 inh = SENP7 protease inhibitors, primary screen, biochemical, luminescence, uHTS | Sentrin-specific protease 7 (Homo sapiens), Q9BQF6 | recombinant SENP7, Z-RLRGG-aminoluciferin luminescence, 40 min | inhibition, % at 5 µM | 1.5% of 330,000 active | AID 434973, 2010;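 active = inhibition above about 50% at the single test dose, limit read from the data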;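 also: plate controls were DMSO with enzyme for no effect and no enzyme buffer wells for full effect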
# MIN6 prolif = inducers of MIN6 beta-cell proliferation, primary screen, ATP luminescence, uHTS; proliferation, % at 10 µM; 0.29% of 330,000 active; MIN6 cells proliferation, ATPlite luminescence, 48 h; cells starved in 0.2% serum; 100% = growth in 10% serum;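 active = compounds whose signal lies at least 3.5 SD above the mean of all wells on their plate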;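 also: 0% = DMSO-treated cells in low-serum medium and 100% = 10% serum control; some compounds called inactive have numbers as strong as hits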
# SENP8 block-2 = human SENP8 protease inhibitors, primary screen, biochemical, fluorescence, Nedd8 protein substrate, uHTS. Sentrin-specific protease 8 (Homo sapiens), Q96LD8. recombinant SENP8. inhibition, % at 20 µM. 0.64% of 360,000 active. AID 602440, 2012; in the data active = inhibition mostly above about 40%, no sharp cut-off; inactive = mostly below about 27%
# * marks the source's active call; other numbers are inactive results; / = no result given. Random draw from the library, and some 4% of all compounds hit somewhere here.
SMILES,SENP1 inh,SENP6 inh,HKDC1 inh,PfGluPho inh,SENP8 block-1,UBC13 polyUb,SENP7 inh,MIN6 prolif,SENP8 block-2
O=C1CC(Nc2ccc(N3CCOCC3)cc2)C(=O)N1Cc1ccccc1 (stereo not drawn),8,-16,-1,30,-8,-21,-6,-2,17
O=C(CCCNC(=O)c1ccc(Cl)cc1)NCc1ccccc1F,0,-16,0,-8,7,3,-2,2,0
Cc1ccc(S(=O)(=O)Nc2cccnc2Oc2ccc(Cl)cc2)cc1,2,-8,3,9,-2,0,6,-3,-4
Cc1cccc(NC(=O)c2cc(NC(=O)c3ccco3)ccc2Cl)n1,1,-5,1,-11,0,8,-3,-2,24
CC12CN3CCN(CC(C3)C1(O)CN1CCOCC1)C2 (stereo not drawn),0,-8,-10,-5,-3,-12,19,-3,31
CCOC(=O)C1=C(C)Nc2ccccc2N=C1NC(=O)Cc1ccc(Br)cc1,-2,-9,-3,-8,0,0,7,-2,32
CC1=NN(c2ccc(N)cc2)C(=O)C1,-2,28,-4,17,5,-8,18,1,68*
Cc1cccc[n+]1CC(=O)/C=C1\N(C)c2ccccc2C1(C)C,-1,-14,-1,-1,-6,-16,-6,-6,24
Cc1nnc(NC(=O)CSc2nnc(Cc3ccccc3)n2-c2ccccc2)s1,1,-11,-11,-22,-1,7,-9,0,-17
CN(C)/C(CN1CCN(C=O)CC1)=C1\N=C(c2ccccc2)OC1=O,3,8,0,-7,-8,-9,-9,-1,16
COc1ccc(CCC(=O)Nc2c(C)n(C)n(-c3ccccc3)c2=O)cc1,2,5,-14,-10,1,14,0,-1,8
O=C1CNC(=S)N1CCCn1ccnc1,-1,1,6,-15,-4,7,6,3,6
COc1cc(Br)c(C2C(C#N)=C(N)Oc3n[nH]c(-c4cccnc4)c32)cc1OC (stereo not drawn),0,15,9,-4,10,-34,19,0,14
COCCn1c(SCC(=O)Nc2cc(Cl)ccc2OC)nc2c(c1=O)SC(C)C2 (stereo not drawn),3,-12,2,-2,-11,1,14,1,12
O=c1[nH]c(C2CCN(S(=O)(=O)c3ccc4c(c3)OCCO4)CC2)nc2c1nnn2Cc1ccc(F)cc1,4,-4,-2,-16,-3,5,4,-6,8
CC(C)NC(=S)NC(=O)/C=C/c1ccc(F)cc1,2,-4,-10,-8,-3,7,4,-3,13
CCCCN(CC)CCNC(=O)c1cn(C)c(=O)c2c1c1ccccc1n2C,-5,23,2,-7,-5,4,4,-1,-263
CCc1ccc(-c2nc(CS(=O)CC(=O)O)c(C)o2)cc1 (stereo not drawn),-4,-2,1,29,3,4,5,1,14
N#CCC(=O)Nc1ccc(C(=O)OCC(=O)Nc2sc3c(c2C#N)CCCC3)cc1,-28,5,2,-37,-11,-7,-9,2,-21
O=C(O)C1=NN(c2ccccc2)C(=O)C1,3,-24,-1,-14,-5,-3,-1,3,19
CCn1ncc(Br)c1C(=O)Nc1ccc(Cl)cn1,2,11,-14,-11,-2,-3,17,1,9
COC(=O)c1ccccc1-c1ccc(/C=N/NC(=O)c2cc3ccccc3o2)o1,-20,-4,-3,15,-2,-7,4,0,-292
CC1(C)Cc2c(sc3nc(C4CC4)n(N)c(=O)c23)CO1,0,-8,3,-16,3,4,-8,0,-6
CNC(=O)c1cc(C(=O)c2ccc(C(F)(F)F)cc2)c[nH]1,-2,-12,1,0,-10,2,-12,-4,2
N=c1c(S(=O)(=O)c2ccc(Cl)cc2)cc2c(=O)n3ccccc3nc2n1Cc1cccnc1,-28,-11,0,2,4,-6,-2,3,-163
Cc1ccc(-n2c(C)cc(/C=C3/SC(=O)N(CC(=O)N4CCOCC4)C3=O)c2C)nc1,/,-7,0,-12,7,-5,7,-4,/
Cc1cc(C(=O)N2CCCC(N3CCN(c4ccccc4C)CC3)C2)nc(C)n1 (stereo not drawn),0,14,-4,9,2,0,4,3,-1
CCN1CCN(S(=O)(=O)c2ccc(S(=O)(=O)N(CC)Cc3ccccc3)cc2)CC1,1,-14,-9,5,7,6,-5,-4,14
CC(C)NC(=O)c1ccc(COc2cc(Cl)ccc2Cl)o1,1,-12,2,-2,-6,4,2,-3,24
CCN(CC)CCCN1C=C2C(=O)C(C)(OC(=O)CCc3ccccc3)C(=O)C=C2C=C1c1ccc(C#N)cc1 (stereo not drawn),-31,-7,13,30,-18,-52,-9,-3,-458
CCCCSc1nc(C(=O)O)cc(=O)[nH]1,-2,4,-1,6,3,10,12,1,13
CCOC(=O)N1CCN(CC(O)COc2cc(C)cc(C)c2)CC1 (stereo not drawn),2,-17,6,-7,-2,4,1,-1,19
COCc1c(C(=O)OC/C(O)=C(\C#N)c2nc3ccccc3[nH]2)oc2ccccc12,-65,-20,-9,-23,-9,-20,-4,3,-41
CC(C)c1nnc(NC(=O)CCCC(=O)O)s1,1,4,-8,-11,-4,4,3,-3,17
O=C(COC(=O)c1ccccc1SCC(=O)N1CCCC1)NC1CCS(=O)(=O)C1 (stereo not drawn),-2,-24,-5,-1,-18,-5,-8,4,-8
Cc1cc(C)cc(NC(=O)Cn2nnc3ccccc3c2=O)c1,0,16,-8,-16,-3,1,0,0,2
CCN(CC)S(=O)(=O)c1cc(C(=O)Nc2cccnc2Cl)ccc1Cl,1,-22,0,0,-7,-3,-3,-2,15
CC[C@]12c3[nH]c4ccc(Cl)cc4c3CCN1C(=O)[C@@H](CC(=O)NCCN1CCOCC1)C[C@@H]2C(=O)N1CCN(C(=O)C2CC2)CC1,3,/,11,-1,/,/,6,/,18
Cc1nc(COC(=O)c2c(C)nn(-c3ccccc3)c2C)cs1,0,2,-3,-7,-1,7,-5,0,23
CCCCOc1ccc(C(=O)NCC(=O)NC2CCN(Cc3ccccc3)CC2)cc1,-6,-5,-7,-4,4,10,2,5,8
CC1(C)CC[C@]2(C(=O)O[C@@H]3OC(CO)[C@@H](O)[C@H](O)[C@H]3O)CC[C@]3(C)C(=CCC4[C@@]5(C)CC[C@H](O[C@@H]6OC(C(=O)O)[C@@H](O)[C@H](O)[C@H]6O)C(C)(C)C5CC[C@]43C)[C@@H]2C1 (stereo partly drawn),2,-16,-5,4,-13,-32,-7,0,12
S=c1[nH]nc(C2CC2)n1Cc1ccccc1,0,-8,2,25,-1,-3,4,0,10
CCSc1nnc(NC(=O)CN2C(=O)C3CC=CCC3C2=O)s1 (stereo not drawn),-1,-18,-2,-14,-2,0,12,-3,12
COC(=O)Nc1ccc2c(c1)N(C(=O)CCCl)c1ccccc1S2,0,/,3,-9,/,/,/,/,2
COc1ccc(NC(=O)CSc2nc(C)cs2)c([N+](=O)[O-])c1,4,-13,-2,2,4,9,-1,-2,12
Cc1ccc2oc(=O)c3cc(C(=O)NCCN4CCN(C)CC4)sc3c2c1,0,-1,2,9,-1,7,-35,-4,-141
COc1ccc(C(=O)Nc2cc3c(cc2N2CCCCC2)n(C)c(=O)n3C)cc1OC,-8,1,4,9,-1,12,0,0,-109
Cc1ccc(S(=O)(=O)N2CCOCC2)cc1NC(=O)CSc1nnc(NC2CC2)s1,2,6,1,5,2,7,5,-3,5
CC(C)[C@H](NC(=O)c1cc2cc(Cl)ccc2n1C)C(=O)N1CCC(C(=O)O)CC1,2,-8,0,-7,-11,-1,-3,-2,1
CCCCN(CC)CCCNC(=S)Nc1ccc2nc3n(c(=O)c2c1)CCCCC3,3,-4,-11,5,-5,1,-3,0,-14
CCOc1ccc(C(=O)Nc2sc3c(c2C(=O)OC)CC(C)(C)NC3(C)C)cc1,-1,-10,-3,9,8,52*,-2,-6,-423
CCN(CC)Cc1cc2[nH]c3c4ccc(Cl)cc4ncc3c2cc1OC,2,5,2,11,3,67*,10,-5,-157
COc1cc(NC(=O)/C=C/c2ccccc2[N+](=O)[O-])cc(OC)c1,1,73*,-10,9,55*,-3,63*,1,14
COc1ccc(/C=C(\NC(=O)c2ccccc2)C(=O)N/N=C/c2cccnc2)cc1,0,-24,-3,1,5,-12,7,-3,-10
CCN(c1ccccc1)S(=O)(=O)c1ccc(N2CCN(c3ccc(O)cc3)CC2)nc1,2,-11,11,76*,-3,-13,-3,-7,12
Cc1ccc(C)c(NC(=S)N2CCN(S(=O)(=O)c3ccccc3)CC2)c1,2,-6,0,-8,10,0,5,0,6
CC1CCN(c2nc(-c3ccc(F)cc3)cc(C(F)(F)F)n2)CC1,0,-5,2,13,-5,29,-10,-6,-158
COCCNc1nc(-c2cc(C)c(C)cc2C)cs1,1,-6,-9,4,-5,0,5,-3,16
CCOC(=O)c1ccc(-n2c(CCC(=O)O)ccc2-c2ccccc2)cc1,-6,-16,4,-38,0,-2,2,2,-3
O=C(COC(=O)c1ccc(CN2CCCC2=O)cc1)Nc1ccc(F)cc1,-1,-3,-5,-12,-1,18,3,3,8

# (next part)
SMILES,SENP1 inh,SENP6 inh,HKDC1 inh,PfGluPho inh,SENP8 block-1,UBC13 polyUb,SENP7 inh,MIN6 prolif,SENP8 block-2
CCN(CC)C(=O)Cn1c(=O)c2ccccc2n2c(=S)sc(-c3cccc(C)c3)c12,-1,-31,-1,5,-16,-47,-6,0,35
CCCOC1CCCN(Cc2cn(C)nc2-c2ccccc2F)C1 (stereo not drawn),-6,-5,-5,2,-8,-31,-7,1,5
CCOc1ccc(C(=O)NCC(=O)Nc2ccncc2)cc1OCC,-2,-13,-4,11,-8,8,2,0,9
CCN1C(=O)c2cccc3c(NS(=O)(=O)c4ccc(NC(C)=O)cc4)ccc1c23,0,-1,11,3,-10,-28,2,-4,-49
CCOc1ccc2nc(SCc3ccccc3C#N)sc2c1,0,-2,-1,36,-10,13,-3,-2,8
COc1cc(/C=C/C(=O)Nc2ccc3nc4n(c(=O)c3c2)CCCC4)cc(OC)c1OC,-2,-8,0,-6,-3,-12,-5,-1,-105
COc1ccc(C(C)=O)cc1CSCC(=O)O,2,-11,-6,1,-2,0,4,-1,-3
COc1ccc(C(=O)N/N=C(/C)c2cccc(NC(=O)C(F)(F)F)c2)cc1,3,1,7,-2,-5,-5,1,-3,10

# Pulled by compound from the entries so far (four):
SMILES,SENP1 inh,SENP6 inh,HKDC1 inh,PfGluPho inh,SENP8 block-1,UBC13 polyUb,SENP7 inh,MIN6 prolif,SENP8 block-2
CC12CN3CCN(CC(C3)C1(O)CN1CCOCC1)C2 (stereo not drawn),0,-8,-10,-5,-3,-12,19,-3,31
CCOc1ccc(C(=O)Nc2sc3c(c2C(=O)OC)CC(C)(C)NC3(C)C)cc1,-1,-10,-3,9,8,52*,-2,-6,-423
CCN1C(=O)c2cccc3c(NS(=O)(=O)c4ccc(NC(C)=O)cc4)ccc1c23,0,-1,11,3,-10,-28,2,-4,-49
Cc1cccc(NC(=O)c2cc(NC(=O)c3ccco3)ccc2Cl)n1,1,-5,1,-11,0,8,-3,-2,24
